# High-throughput results (PubChem)
# BRCA1 expr act – increases BRCA1 expression; 380,000 compounds, 1.1% hits; AID 624202; MCF7-BRCA1-FFLuc reporter, luminescence, 48 h; response scale: scaled: vehicle 0%, 10 µM genistein 100%; Potency, µM (doses to about 46.1 µM), inactives show at the top dose activation, hits mostly activators; active = well fitted activation curve with a large enough effect; inconclusive = small, poorly fitted or top-dose-only effect; inactive = no such curve, though single readings can be large or run the other way; note: nearly all actives have a fitted effect of over 80% in size; some results filed as inactive show a strong effect at the top dose
#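 Cells: MCF7-BRCA1-FFLuc, 2000/well. Exposure: 48 h, 37 °C, 5% CO2. Read: luminescence, 15 min post-substrate. Controls: genistein 10 microM (maximal activation), DMSO (neutral).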
# Numbers without * were called inactive; ? = inconclusive; [ ] = dose if it differs, or a comment. Potency is the fitted concentration of half-maximal effect. These rows are one share of the data, so the mix of outcomes need not match the whole.
SMILES,BRCA1 expr act
C[C@@H]1CN([C@@H](C)CO)C(=O)CCCn2nncc2CO[C@@H]1CN(C)S(C)(=O)=O,8%
COc1ccc(CSc2n[nH]c(=O)[nH]c2=O)cc1,17%
COC(=O)C1(C)COP(=O)(Nc2ccc(OC)cc2)OC1 (centres undefined),2%
O=C(Nc1cccc(S(=O)(=O)C(F)(F)F)c1)[C@H]1C[C@H](O)[C@@H](CO)O1,15%
CN(C)c1cccc(CNC(=O)c2ccc3nc([C@@H]4O[C@H](CO)[C@H](O)[C@H](O)[C@H]4O)[nH]c3c2)c1,0%
COc1ccc(/C=C/c2ccnc3ccccc23)c(OC)c1,-45%
CCOC(=O)C1(C)CCN1C(=O)c1ccc(OC)c(C(F)(F)F)c1 (centres undefined),19%
COC(=O)[C@]12CCCCC=C1N(Cc1ccco1)C(=O)[C@H](CC(=O)NCC1CCCCC1)C2,-6%
N#CC(=C1NC(=O)c2ccccc21)c1nc2ccccc2n1CCO,24%
O=C(NCc1ccc(Cl)nc1)c1csc([C@@H]2O[C@H](CO)[C@H](O)[C@H](O)[C@H]2O)n1,9%
CC(=O)Nc1ccc(-c2ccnc3c2CC(C(=O)NC(C)C)O3)cc1 (centres undefined),4%
CC1(C)CN(Cc2cccnc2)C(=O)[C@H]1CC(=O)Nc1ccc(Br)cc1,8%
CC(=O)NCCNC(=O)C1(C)Cc2c(-c3cccc(NC(C)=O)c3)ccnc2O1 (centres undefined),11%
CCCCCCNc1ccc(C(=O)OCC)cc1,17%
CC(C)(C)S(=O)N1Cc2cc(C(=O)N3CCc4ccccc4C3)nc(-c3cccc(-c4ccncc4)c3)c2[C@H]1CCO (some centres undefined),0%
CCOc1ccc(CCN2C(=S)N([C@@H](Cc3ccc(O)cc3)CN3CCC[C@@H]3CN3C(=S)NC[C@@H]3CC(C)C)C[C@@H]2CC(C)C)cc1,-41%
O=C(NCc1cccc(C(F)(F)F)c1)c1csc([C@H]2C[C@H](O)[C@@H](CO)O2)n1,19%
O=Cc1ccc(CS)cc1,7%
Cc1ccc(Nc2n[nH]c(=S)s2)cc1C,46%
CCOc1ccc(NC(=S)N2CCC(C(=O)c3ccc(OC)cc3)CC2)cc1,-3%
COc1cccc(C(=O)N2CCC[C@H]2C(=O)N2CCC[C@H]2C(=O)N(C)Cc2ccccc2)c1,8%
CCS(=O)(=O)N1Cc2cc(C(=O)N(C)C)nc(-c3cccc(-c4ccc(F)cc4)c3)c2[C@@H]1CCO,17%
CCNC(=O)C1(C)CCCN1C(=O)c1ccc(-c2ccccc2)cc1 (centres undefined),8%
CC(C)CNC(=O)c1cccc2c(-c3ccc(F)c(F)c3)coc12,4%
C[C@@H]1CN([C@@H](C)CO)C(=O)c2cc(C#CCN(C)C)cnc2O[C@H]1CN(C)Cc1ccc2c(c1)OCO2,3%
COC(=O)[C@]12CCCCC=C1N(Cc1ccco1)C(=O)[C@H](CC(=O)NCCCCc1ccccc1)C2,-3%
CCOC(=O)C1(C)CCN1C(=O)c1ccc(C(C)(C)C)cc1 (centres undefined),0%
COc1ccc([C@H]2CC(=O)C[C@@H](CCn3cc(C(C)C)nn3)O2)cc1,16%
COC(=O)c1cn(-c2nc3ccccc3s2)nn1,10%
CCCn1c(C)cc(C(=O)CN2C(=O)c3ccccc3S2(=O)=O)c1C,-68%
O=C1C(=Cc2ccc(F)cc2)Cc2ccccc21,27%
CCOC(=O)C1(C)CCCN(C(=O)c2cccc(OC(F)(F)F)c2)C1 (centres undefined),23%
COc1cc(OC)c(OC)cc1/C=C/c1nc2ccccc2o1,11%
O=S(=O)(Nc1ccc(NS(=O)(=O)c2ccccc2)cc1)c1ccccc1,-1%
CC(C)C[C@@H](CN1CCC[C@H]1CN1C(=O)C(=O)NC[C@@H]1Cc1ccc(O)cc1)N1C[C@H](Cc2ccc(O)cc2)N(CCc2ccccc2)C(=O)C1=O,12%
CC1=C(C(=O)N(C)C)CC(CC(=O)NC2CCCC2)C(=O)N1CCC1=CCCCC1 (centres undefined),?
CCCCCCN1C[C@@H](O)[C@H](n2cc(C3CC3)nn2)C[C@@H]1c1ccc(Cl)cc1,-51%
Cc1ccsc1C(=O)N1CCC1(C)C(=O)NS(=O)(=O)c1ccc(C#N)cc1 (centres undefined),1%
CCN(CC)C(=O)C1=C(C)N(Cc2ccc(C(C)(C)C)cc2)C(=O)C(CC(=O)NC2CC2)C1 (centres undefined),5%
COc1ccc(CC(=O)Nc2ccc(S(=O)(=O)Nc3cc(C)nc(C)n3)cc2)cc1OC,7%

# Laid out differently: entries from further up
Compound | BRCA1 expr act
CCOC(=O)C1(C)CCN1C(=O)c1ccc(C(C)(C)C)cc1 (centres undefined) | 0%
CCS(=O)(=O)N1Cc2cc(C(=O)N(C)C)nc(-c3cccc(-c4ccc(F)cc4)c3)c2[C@@H]1CCO | 17%
CC(=O)Nc1ccc(-c2ccnc3c2CC(C(=O)NC(C)C)O3)cc1 (centres undefined) | 4%

# New compounds follow.
SMILES,BRCA1 expr act
Cc1ccc(-c2cc(NC=O)c3ncc(-c4cnn(C)c4)n3c2)cc1,-52%
CC1=C(C(=O)N(C(C)C)C(C)C)CC(CC(=O)NC(c2ccccc2)c2ccccc2)C(=O)N1CCCN1CCCC1=O (centres undefined),1%
CC(C)CNC(=O)C1(C)CCCN1C(=O)CCc1cccs1 (centres undefined),-2%
Cc1ccc(N2CC(C(=O)OCC(=O)Nc3c(C)cccc3C)CC2=O)cc1 (centres undefined),-2%
Cc1ccc(Cc2c(-c3ccco3)nc3ccc(Cl)cn23)cc1,-32%
COc1cccc(-c2cnc(C(O)c3cc(Cl)cc(Cl)c3)[nH]2)c1 (centres undefined),0%
CN(Cc1cccc(C(F)(F)F)c1)C(=O)[C@H]1O[C@@H](n2ccc(N)nc2=O)[C@H](O)[C@@H]1O,15%
Cc1ccc([C@@H]2CC(=O)[C@@H]3CN(S(=O)(=O)c4ccccc4C)[C@H](c4ccc(Cl)cc4)C[C@@H]3N2S(=O)(=O)c2ccc(C)cc2)cc1,-26%
O=C1c2ccccc2C(c2nnnn2-c2ccc3c(c2)OCCO3)N1C1CC1 (centres undefined),2%
COc1ccc2c(c1)CSC(c1ccccc1)C2=O (centres undefined),72%
CCCCN1CC(N(C)CCN(C)C)CS1(=O)=O (centres undefined),13%
CC(C)C[C@H]1CN(CCCC[C@H]2CNC(=O)C(=O)N2Cc2ccccc2)C(=O)C(=O)N1Cc1ccccc1,14%
CCOc1cc(OCC)cc(C(=O)N2CCC[C@H]2C(=O)N2CCC[C@H]2C(=O)N(C)Cc2ccccc2)c1,8%
CCCc1c(C(=O)N/N=C(\C)c2cccnc2)nnn1-c1nonc1N,-1%
O=C(Nc1ccccc1-c1cn2c(CN3CCNCC3)csc2n1)c1cnc2ccccc2n1,-69%
CC(C)n1ncc2c(C(=O)N3CCN(Cc4cccs4)CC3)cc(C3CC3)nc21,2%
COc1ccccc1-c1cnc2c(c1)C(=O)N([C@@H](C)CO)C[C@@H](C)[C@@H](CN(C)C(C)=O)O2,2%
CC12CCC3C(C1)C(C(=O)O2)C(=O)OC3(C)C (centres undefined),0%
COc1cc(Cn2c3ccc(NC(=O)CC(C)(C)C)cc3c(=O)n2C)ccc1F,16%
COc1ccc(OC)c(CN2C(=O)c3ccccc3C2c2nnnn2C2CCCC2)c1 (centres undefined),4%

# 3 consecutive compounds from above:
SMILES,BRCA1 expr act
CC12CCC3C(C1)C(C(=O)O2)C(=O)OC3(C)C (centres undefined),0%
COc1cc(Cn2c3ccc(NC(=O)CC(C)(C)C)cc3c(=O)n2C)ccc1F,16%
COc1ccc(OC)c(CN2C(=O)c3ccccc3C2c2nnnn2C2CCCC2)c1 (centres undefined),4%

# In the list so far, 3 have a thiophene ring, fused or not:
SMILES,BRCA1 expr act
Cc1ccsc1C(=O)N1CCC1(C)C(=O)NS(=O)(=O)c1ccc(C#N)cc1 (centres undefined),1%
CC(C)CNC(=O)C1(C)CCCN1C(=O)CCc1cccs1 (centres undefined),-2%
CC(C)n1ncc2c(C(=O)N3CCN(Cc4cccs4)CC3)cc(C3CC3)nc21,2%

# Next part.
SMILES,BRCA1 expr act
COC(=O)[C@@]1(Cc2ccc(F)cc2)[C@H]2c3cc(C(=O)N4CCCC4)n(CCN4CCNC4=O)c3C[C@H]2CN1C(=O)c1ccccc1,5%
c1ccc(CNc2cccnc2)cc1,2%
Cc1nc2ccc(C(=O)NCCCn3ccnc3)cn2c1N(C)CC1CCCCC1,-18%
O=C(c1cc(C2CCCCN2C(=O)OCCF)on1)N1CCOCC1 (centres undefined),8%
COc1ccccc1Cc1c(-c2ccc(C)cc2)nc2ccc(Cl)cn12,?
COc1ccc(CCNC(=O)c2ccc(F)c(S(=O)(=O)N3CCCCC3)c2)cc1,-3%
C[C@H]1CN([C@@H](C)CO)C(=O)CCCn2cc(nn2)CO[C@@H]1CN(C)C(=O)Nc1ccc(F)cc1,-1%
COc1cccc(C(O)c2nc(-c3ccc(C)c(C)c3)cs2)c1 (centres undefined),35%
CCc1nc2c(OCc3ccc(Cl)cc3)cccn2c1N(C)C(=O)C1CC1,-20%
CCN1C(=O)[C@@H]2[C@@H]3CN(S(=O)(=O)c4ccc(C)cc4)[C@@H](c4cccc5ccccc45)[C@@H]3C(=O)C[C@@H]2C1=O,0%
Cc1c(CN(C)C(=O)C2CCC(=O)N(Cc3ccccc3F)C2)[nH]c2ccccc12 (centres undefined),11%
O=C(CC[C@H]1O[C@@H](n2cnc3c(NC(=O)c4ccccc4)ncnc32)[C@H](O)[C@@H]1O)NCC(F)(F)F,5%
Cn1ccc2c(N3CCCCCC3)cc3c(c21)C1CCC3O1 (centres undefined),-2%
O=c1[nH]c(=S)[nH]c2c1[C@H](CCc1cccc(Cl)c1)O[C@H](C1CC1)C2,5%
O=C(Nc1ccc(OCCO)cc1)c1csc([C@@H]2C[C@H](O)[C@@H](CO)O2)n1,14%
CC(C)CNC(=O)C1(C)CCCN1C(=O)c1cccnc1Oc1ccccc1 (centres undefined),0%
CCC(c1nnnn1-c1ccc2c(c1)OCCO2)N1CCN(Cc2c(F)cccc2Cl)CC1 (centres undefined),0%
Cc1cccc(S(=O)(=O)NC(=O)C2(C)CCN2C(=O)Cc2ccc(C(C)(C)C)cc2)c1 (centres undefined),10%
Cc1nc(C(=O)N2CCC(C)(C(=O)NS(=O)(=O)C3CC3)C2)c(C)o1 (centres undefined),5%
CCCS(=O)(=O)NC(=O)C1(C)CCCN(C(=O)c2nc3ccccc3s2)C1 (centres undefined),0%
O=C1CCCC2=C1C1(CCCC1)N=C(Nc1nc3cc(-c4ccccc4)ccc3o1)N2,3%
COc1ccc(C(=O)NN/C=C/C(=O)c2ccc(Br)cc2)cc1,-84%
c1cc2[nH]c3ccncc3c2cn1,15%
CCn1c2ccccc2nc2cc3c(cc21)c(Cl)c(=O)c1ccccc13,-80%[inhibitor]
CC(C)n1c(=O)c2ccccc2n1S(C)(=O)=O,25%
COC(=O)c1ccccc1NC(=O)CCCOc1cc(=O)n(C)c2ccccc12,0%
CN(Cc1ccccc1)C(=O)CCN1C(=O)c2cccc([N+](=O)[O-])c2C1=O,0%
CC(=O)N1Cc2cc(C(=O)NCC(F)(F)F)nc(-c3cccc(-c4cccnc4)c3)c2[C@H]1CCO,20%
Cc1cc(CNC[C@H]2O[C@@H](n3ccc(N)nc3=O)[C@H](O)[C@@H]2O)no1,18%
COc1ccc(-c2cnc3c(NC=O)cc(-c4cccc(NS(C)(=O)=O)c4)cn23)cc1OC,-69%
CCOC(=O)[C@]12CCC=C1N(Cc1ccc(Cl)cc1Cl)C(=O)[C@H](CC(=O)NCCCN1CCCC1=O)C2,-9%
CC(C)(C)OC(=O)NCc1ccc(CNC(=O)c2[nH]cnc2C(=O)Nc2ccccc2F)cc1,-60%
CCCCCCCCN1C(=O)[C@H](CC(=O)NCc2cccc3ccccc23)C[C@@]2(C(=O)OC)CCCCC=C12,-13%
CCCCC(=O)N(C)c1c(CC)nc2c(OCC3CCCCC3)cccn12,-35%
CC(=O)Nc1ccc(C(C)=NNC(=O)C2CCCC2)cc1,1%
Cc1ccnc(Nc2cccnc2)n1,10%
Cc1cccc(NC(=O)Nc2nnc([C@H]3C[C@H](O)[C@@H](CO)O3)s2)c1,27%
Cn1ccc2c(-c3ccc(C(F)(F)F)cc3)cc3c(c21)C1CCC3C1 (centres undefined),-3%
O=C1NC[C@@H](CCCCN2CCN(Cc3ccccc3)C(=O)C2=O)N(CC2CCCCC2)C1=O,10%
c1ccc(-c2ccc3nncn3c2)cc1,-1%
O=C(CC(NC(=O)c1ccccc1)c1ccccc1)OCc1nc(-c2cccc(Cl)c2)no1 (centres undefined),20%
Cc1cc(Br)cn2c(Cc3ccsc3)c(-c3cccc(Br)c3)nc12,-41%
NC(c1ccccc1)c1csc(Nc2ccc(C(F)(F)F)cn2)n1 (centres undefined),-33%
Cc1c(C(=O)N(C)Cc2ccc(F)cc2)sc(=O)n1Cc1ccc(Cl)c(Cl)c1,-23%
C[C@@H]1CN([C@@H](C)CO)C(=O)CCCn2nncc2CO[C@@H]1CN(C)S(=O)(=O)c1ccc2c(c1)OCCCO2,2%
CCOC(=O)C1=C(C)OC(=CC=Cc2ccccc2)C1=O,?
Cc1nc2ccc(C(=O)Nc3ccc4c(c3)OCC(=O)N4)cn2c1N(C)C(=O)CCc1ccccc1,1%
CC1=NN(c2ccccc2)C(=O)C1C(=S)SC1CC(=O)NC1=O (centres undefined),-34%
